# Giardia killer = Small Molecules that selectively kill Giardia lamblia: qHTS | Giardia lamblia trophozoite viability | activity change, % at 7.66 µM, hits read low | hit rate 0.15% among 340,000 | AID 540267, 2011; in the data active = activity change below about -80%; inconclusive = between about -30% and that limit;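 also: parasites exposed to compound for two days anaerobically before the ATP read; % is scaled to controls: 0 for no effect and ±100 for the full control effect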
#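 Killing of trophozoites was scored by loss of ATP luminescence after a 48 hrs anaerobic exposure to compounds at 37 deg C, using 100 cells per well.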
# BRCA1 expr act = qHTS Assay to Identify Small Molecule Activators of BRCA1 Expression; MCF7-BRCA1-FFLuc reporter, luminescence, 48 h; response scale: scaled: vehicle 0%, 10 µM genistein 100%; Potency, µM (series often up to 46.1 µM), without a hit: at the highest dose activation, usual class: activators; hit rate 1.1% among 380,000; AID 624202, 2012; also: potency is read from the fitted curve at half-maximal effect; nearly all actives have a fitted effect of over 80% in size; some results filed as inactive show a strong effect at the top dose
#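 48 h compound treatment of MCF7-BRCA1-FFLuc cells (phenol-red free MEM, 37 °C), then 15 min with luciferase substrate and luminescence imaging.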
# VP16 counter = VP16 counterscreen qHTS for inhibitors of ROR gamma transcriptional activity. AID 2546, 2010. hit rate 3.5% among 310,000. Potency, µM (doses to about 53.6 µM), without a hit: at the highest dose activity, negative = inhibition, most hits filed as inhibitors. Drosophila S2 Gal4-VP16 UAS-luciferase, luminescence, 20 h;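 also: Gal4-VP16 expression switched on by copper sulfate through the metallothionein promoter; potency is read from the fitted curve at half-maximal effect; % is scaled to controls: 0 for no effect and ±100 for the full control effect; nearly all actives have a fitted effect of over 50% in size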
# Rab9 promoter act = qHTS Assay for Rab9 Promoter Activators; Huh7 Rab9 promoter-luciferase reporter, luminescence, 24 h; Potency, µM (highest dose often 9.22 µM), without a hit: top-dose activation, negative = inhibition, hits mostly activators; AID 485297, 2010; hit rate 2.8% among 320,000; also: potency is read from the fitted curve at half-maximal effect; % of control where 0% means no effect; nearly all actives have a fitted effect of over 60% in size
#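 Measured in stably transfected Huh7 cells bearing a Rab9 promoter–luciferase construct: 24 h compound treatment at 37 °C, followed by luminescence detection.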
# NPC1 promoter act = qHTS Assay for NPC1 Promoter Activators | hit rate 2.4% among 320,000 | Huh7 NPC1 promoter luciferase reporter, 24 h | Potency, µM (titrated, usually from 9.22 µM), for the others: at the top dose activation, actives largely listed as activators | AID 485313, 2010;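 also: potency is read from the fitted curve at half-maximal effect; % of control where 0% means no effect; nearly all actives have a fitted effect of over 60% in size; reporter is driven by a mutant NPC1 promoter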
#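 Luciferase expression driven by the NPC1 promoter was measured in stably transfected Huh7 cells after a 24 h compound incubation, using a luciferase reagent and a luminescence read.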
# ELG1 genotoxic = qHTS screen for small molecules that induce genotoxicity in human embryonic kidney (HEK293T) cells expressing luciferase-tagged ELG1; HEK293T ELG1-luciferase reporter, luminescence, 16 h; hit rate 1.3% among 330,000; Potency, µM (titrated, usually from 46 µM), without a hit: top-dose activity change, positive = activation, most hits filed as activators; also: potency is read from the fitted curve at half-maximal effect; % of control where 0% means no effect; nearly all actives have a fitted effect of over 60% in size
#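 DMSO vehicle served as control against compound-treated ELG1-luciferase HEK293T cells; exposure lasted 16 hr at 37 °C and 5% CO2, followed by ONE-Glo luminescence detection after 30 min.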
# RORgamma inh = qHTS for inhibitors of ROR gamma transcriptional activity. Drosophila S2 Gal4-RORgamma UAS-luciferase reporter, 20 h. AID 2551, 2010. Nuclear receptor ROR-gamma (Mus musculus), P51450. hit rate 5.4% among 310,000. Potency, µM (series often up to 53.6 µM), without a hit: at the highest dose activity change, negative = inhibition, usual class: inhibitors; also: potency is read from the fitted curve at half-maximal effect; % is scaled to controls: 0 for no effect and ±100 for the full control effect; nearly all actives have a fitted effect of over 60% in size
# Target sequence (P51450 whole entry, looked up, the tested form may be a part): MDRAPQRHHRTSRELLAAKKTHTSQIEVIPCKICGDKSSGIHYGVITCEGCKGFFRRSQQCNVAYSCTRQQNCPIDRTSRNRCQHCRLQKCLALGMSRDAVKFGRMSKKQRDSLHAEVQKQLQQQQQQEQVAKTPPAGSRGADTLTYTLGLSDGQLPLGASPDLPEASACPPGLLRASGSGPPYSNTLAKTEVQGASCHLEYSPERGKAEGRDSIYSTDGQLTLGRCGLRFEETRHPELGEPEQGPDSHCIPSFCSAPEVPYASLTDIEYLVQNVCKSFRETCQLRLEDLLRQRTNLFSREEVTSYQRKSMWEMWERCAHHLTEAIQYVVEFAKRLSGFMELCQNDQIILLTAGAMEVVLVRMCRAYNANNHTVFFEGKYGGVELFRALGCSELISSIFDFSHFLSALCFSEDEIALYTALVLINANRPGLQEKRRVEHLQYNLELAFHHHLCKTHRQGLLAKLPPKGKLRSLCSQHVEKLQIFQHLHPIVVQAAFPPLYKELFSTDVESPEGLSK
#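 Drosophila S2 cells stably expressing Gal4-DBD/mouse RORγ fusion under metallothionein promoter plus UAS-luciferase; compound 1 h, then 700 uM CuSO4 induction for 20 h at ambient temperature; inhibition read as reduced luminescence.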
# Menin MLL FP TR = qHTS Assay for Inhibitors Targeting the Menin-MLL Interaction in MLL Related Leukemias: Competition With Texas Red Labeled MLL-derived Mutant Peptide | AID 1768, 2009 | hit rate 0.23% among 270,000 | Menin + Texas Red MLL mutant peptide, fluorescence polarization | O00255 | Potency, µM (doses to about 61.6 µM), for inactives: at the highest dose FP activity change, negative = inhibition, hits mostly inhibitors; active = well fitted inhibition curve with a large enough effect in the polarisation, with a control signal flat, not every such curve was filed as active; inconclusive = small, poorly fitted or top-dose-only effect, or effect the other way, or a change in a side signal; inactive = no such curve, though single readings can be large or run the other way; the % refers to the polarisation; also: potency is read from the fitted curve at half-maximal effect; % of control where 0% means no effect; many of its hits are not listed in these tables
# PKM2 activator = qHTS Assay for Activators of Human Muscle isoform 2 Pyruvate Kinase; hit rate 0.34% among 260,000; Potency, µM (series often up to 57.5 µM), for inactives: at the top dose activation, most hits filed as activators; AID 1631, 2009; purified PKM2, Kinase-Glo ATP luminescence, activation; response scale: 0% is enzyme alone, no compound; Pyruvate kinase PKM (Homo sapiens), P14618; also: potency is read from the fitted curve at half-maximal effect; % is scaled to controls: 0 for no effect and ±100 for the full control effect; nearly all actives have a fitted effect of over 55% in size
# Target sequence (P14618 whole entry, looked up, canonical isoform): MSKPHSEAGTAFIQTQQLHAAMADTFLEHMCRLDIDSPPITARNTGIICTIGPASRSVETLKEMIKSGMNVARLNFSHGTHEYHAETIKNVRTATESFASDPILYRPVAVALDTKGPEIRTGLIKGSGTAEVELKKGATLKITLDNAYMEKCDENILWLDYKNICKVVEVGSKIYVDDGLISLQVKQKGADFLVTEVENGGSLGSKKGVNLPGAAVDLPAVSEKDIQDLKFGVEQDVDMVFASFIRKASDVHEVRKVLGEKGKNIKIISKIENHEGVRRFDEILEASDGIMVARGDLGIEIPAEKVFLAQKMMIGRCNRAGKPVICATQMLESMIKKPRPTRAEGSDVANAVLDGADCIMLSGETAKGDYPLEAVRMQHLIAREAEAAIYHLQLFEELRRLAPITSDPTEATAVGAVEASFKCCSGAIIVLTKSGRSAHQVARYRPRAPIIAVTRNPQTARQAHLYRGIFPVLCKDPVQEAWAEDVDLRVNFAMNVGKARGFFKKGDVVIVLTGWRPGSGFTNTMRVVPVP
#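 hPK-M2, >95% pure; 0.1 mM ADP / 0.5 mM PEP final; imidazole pH7.2 buffer w/ 7 mM MgCl2, 50 mM KCl; 1 h RT; Kinase-Glo lum. Intermediate enzyme activity for dual inhibitor/activator qHTS.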
# p53 reactivator = qHTS assay for re-activators of p53 using a Luc reporter; Potency, µM (titrated, usually from 92.2 µM), for inactives: top-dose activity change, positive = activation, hits mostly activators; hit rate 0.063% among 320,000; H1299 p53-A138V BP100-luciferase reporter, luminescence, 24 h; also: potency is read from the fitted curve at half-maximal effect; % of control where 0% means no effect; nearly all actives have a fitted effect of over 45% in size
#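 p53-null H1299 cells stably carrying temperature-sensitive p53-A138V and a BP100-luciferase reporter were pinned with compounds (4-point, 1:5 series) and held 24 hrs at 37 deg C. Luminescence was read 10 min after detection reagent.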
# FLuc counter = qHTS profiling assay for firefly luciferase inhibitor/activator using purifed enzyme and Km concentrations of substrates (counterscreen for miR-21 project); purified FLuc, Km substrates, luminescence inhibition; Luciferin 4-monooxygenase (Photinus pyralis), P08659; hit rate 6.9% among 360,000; AID 588342, 2011; Potency, µM (highest dose often 57.5 µM), for the others: top-dose activity change, negative = inhibition, hits mostly inhibitors;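 also: potency is read from the fitted curve at half-maximal effect; plate controls were vehicle for no effect and reference inhibitor for full effect; nearly all actives have a fitted effect of over 55% in size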
#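 Biochemical qHTS of compounds, final roughly 60 µM downward over six points, against 10 nM purified firefly luciferase using Km concentrations of substrates (10 uM D-luciferin, 10 uM ATP) in Tris acetate pH 7.5 buffer; luminescence output.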
# * marks the source's active call; other numbers are inactive results; ? = inconclusive; / = no result given; [ ] = another dose, or the depositor's remark. Unless noted, calls follow the shape of the dose curve; as a rule, active = well fitted curve in the direction sought with a large enough effect; inconclusive = small, poorly fitted or top-dose-only effect, or another doubt; inactive = no such curve, though single readings can be large; an effect the other way counts as inactive or inconclusive.
# Sequence of screens: Menin MLL FP TR	ELG1 genotoxic	Rab9 promoter act	RORgamma inh	FLuc counter	NPC1 promoter act	VP16 counter	BRCA1 expr act	p53 reactivator	Giardia killer	PKM2 activator
- COc1ccc(N2CCN(C(c3ccccc3)c3nnnn3Cc3ccc(F)cc3)CC2)cc1 (configuration not stated)
    16%	-10%	0%	30%	1%	0%	5%	-41%	7%	8	0%
- Cc1c(N)cccc1-n1cnnn1
    -13%	1%	-1%	-5%	3%	-1%	-9%	0%	-1%	16	-2%
- Cc1cccc(CN2CCNC2=O)c1
    ?	3%	-1%	11%	-6%	-4%	-7%	5%	11%	1	-13%
- N#C/C(=C\c1cccnc1)c1ccc(Br)cc1
    -4%	2%	1%	8%	?	5%	-3%	34%	2%	-5	-2%
- COc1ccc(C(CNC(=O)c2cccc(NC(=O)c3cccs3)c2)N2CCCC2)cc1 (configuration not stated)
    /	0%	-1%	/	?	7%	/	-43%	?	-13	/
- O=C(c1cc2cc([N+](=O)[O-])ccc2oc1=O)N1CCN(C2CCCCC2)CC1
    -12%	1%	4%	20%	0%	10%	-4%	-16%	-1%	-1	-3%
- CCOC(=O)c1c(CN2CCCCC2)n(C)c2cc(Br)c(O)cc12
    -5%	-3%	1%	5%	0%	-2%	-13%	-35%	2%	4	-5%
- Cc1c(C(=O)NC(=S)Nc2ccc(N3CCOCC3)cc2)cccc1[N+](=O)[O-]
    -12%	14%	-4%	8.9µM*	?	-15%	-14%	-20%	-3%	-8	-4%
- COc1ccc(CC(=O)OCC(=O)NCc2ccc(Cl)cc2)cc1
    -4%	-5%	0%	9%	-17%	-2%	-3%	13%	6%	20	0%
- CC(C)[C@@H](C(=O)NC1CCCC1)N1C(=O)N2CCc3c([nH]c4ccccc34)[C@@]2(C)C1=O
    -5%	-2%	1%	26%	-6%	1%	2%	-18%	6%	1	-3%
- COc1ccccc1NC(=O)c1ccc2c(c1)OCO2
    2%	10µM*	4µM*	-11%	15µM*	2.5µM*	-14%	101%	?	8	3%
- NNC(=O)c1cc2cc3ccccc3nc2s1
    14%	-1%	26%	13µM*	21µM*	8%	-11%	-16%	1%	0	-2%
- CCC(C)(C)NC(=O)C(c1ccc(C)cc1)N(CC1CCCO1)C(=O)CNC(=O)c1cccs1 (configuration not stated)
    -3%	1%	-3%	10%	-1%	-2%	-6%	5%	-8%	-21	-6%
- CCOC(=O)c1c(C)[nH]c(C)c1C(=O)CSc1nc2ccccc2c(=O)n1-c1ccc(F)cc1
    -1%	-8%	0%	28%	4%	-6%	-17%	-87%	3%	-21	1%
- COc1ccc(CCNC(=O)CSc2nnc(-c3cccc(C)c3)o2)cc1OC
    ?	-7%	-1%	31%	-7%	1%	-2%	-3%[1.84 µM]	1%	-2	11%
- COc1ccc(C(=O)NCc2csc(C(C)C)n2)cc1OC1CCN(C(C)=O)CC1
    /	-3%	2%	4%	3%	0%	-1%	-15%	-4%	-11	0%
- Cc1cc(-n2c(C)cc(C(=O)CSc3nnnn3-c3ccccc3)c2C)no1
    12%	-20%	0%	?	-10%	-1%	21%	-34%	-2%	5	4%
- CCCCn1nc(C(=O)OCC(=O)Nc2sccc2C(N)=O)c2ccccc2c1=O
    ?	-3%	-2%	19%	-1%	-2%	-12%	21%	1%	-4	9%
- Nc1ccc2oc(-c3ccccn3)nc2c1
    15%	?	?	-21%	19µM*	?	-29%	32%	?	-2	-36%
- O=C(CCS(=O)(=O)Cc1ccccc1F)N1CCc2ccccc2C1
    -8%	3%	-9%	3%	0%	2%	-13%	-1%	-1%	9	-1%
- Cc1noc(C)c1C(=O)N1CCc2ccccc2C1
    4%	3%	-5%	4%	4%	-4%	-1%	2%	0%	-1	1%
- CCOC(=O)C1(CCOc2ccccc2)CCN(Cc2cccc3c2OCO3)CC1
    -10%	-12%	-16%	34%	0%	-4%	1%	-45%	8%	0	-14%
- COc1ccc(CN(C)C(=O)CCl)cc1
    -4%	-6%	-6%	?	-1%	-8%	?	-34%	-12%	0	3%
- CC(C)COc1ccc(-c2cc(C(=O)NN)[nH]n2)cc1
    21%	16%	?	13µM*	?	?	?	?	?	-2	0%
- COc1cc(S(=O)(=O)Nc2ccc(C)cc2)ccc1N=Cc1c(C)c(C#N)c(=O)n(C)c1O
    ?	0%	-15%	11%	2%	-8%	8%	18%	-3%	24	-7%
- Cc1nc(-c2cccc(Cl)c2)n[nH]1
    /	8%	6%	?	-16%	3%	7%	42%	3%	3	-3%
- N#CC(C#N)=C1C(=O)N(CCN2CCOCC2)c2ccccc21
    /	0%	13%	?	-6%	2%	?	-19%	-15%	-2	0%
- COc1ccc(CCNc2cc(C)nc3c(-c4ccc(Cl)cc4)cnn23)cc1OC
    ?	-4%	1%	15%	1%	-2%	-7%	-4%	-5%	-2	9%
- CCNC(=O)COC(=O)c1cccc(Br)c1
    /	2%	-3%	-13%	-2%	0%	-8%	0%	6%	9	9%
- CC1=CC(C)C2(COC(=O)Nc3ccccc3)COC(C)C1C2C (configuration not stated)
    4%	-8%	-5%	34%	-6%	0%	4%	0%	2%	-1	-2%

# Retrieved by structure from the list above, five records:
# Sequence of screens: Menin MLL FP TR	ELG1 genotoxic	Rab9 promoter act	RORgamma inh	FLuc counter	NPC1 promoter act	VP16 counter	BRCA1 expr act	p53 reactivator	Giardia killer	PKM2 activator
- O=C(CCS(=O)(=O)Cc1ccccc1F)N1CCc2ccccc2C1
    -8%	3%	-9%	3%	0%	2%	-13%	-1%	-1%	9	-1%
- COc1ccc(C(CNC(=O)c2cccc(NC(=O)c3cccs3)c2)N2CCCC2)cc1 (configuration not stated)
    /	0%	-1%	/	?	7%	/	-43%	?	-13	/
- COc1ccc(N2CCN(C(c3ccccc3)c3nnnn3Cc3ccc(F)cc3)CC2)cc1 (configuration not stated)
    16%	-10%	0%	30%	1%	0%	5%	-41%	7%	8	0%
- Cc1c(N)cccc1-n1cnnn1
    -13%	1%	-1%	-5%	3%	-1%	-9%	0%	-1%	16	-2%
- Cc1noc(C)c1C(=O)N1CCc2ccccc2C1
    4%	3%	-5%	4%	4%	-4%	-1%	2%	0%	-1	1%

# Remaining list, next part
# Sequence of screens: Menin MLL FP TR	ELG1 genotoxic	Rab9 promoter act	RORgamma inh	FLuc counter	NPC1 promoter act	VP16 counter	BRCA1 expr act	p53 reactivator	Giardia killer	PKM2 activator
- Cn1cccc1/C=C1\SC(=S)N(NC(=O)c2ccccc2)C1=O
    7%	0%	-5%	?	-20%	13%	5%	0%	-1%	-2	-3%
- CCc1onc(C)c1C(=O)Nc1ccc(N2CCOCC2)cc1
    /	3%	0%	/	-1%	-2%	/	2%	-4%	9	/
- CCOC(=O)C1CCCN(C(=O)c2ccc(Cl)cc2)C1 (configuration not stated)
    -17%	-6%	-16%	-9%	5%	6%	?	-6%	3%	19	2%
- CCN(CC)S(=O)(=O)c1ccc(S(=O)(=O)NCC2CCCO2)cc1 (configuration not stated)
    -5%	-2%	-1%	/	-1%	1%	/	0%	/	15	0%
- O=C(NCCC1=CCCCC1)N[C@@H](Cc1ccccc1)C(=O)O
    10%	2%	1%	27%	7%	-2%	11%	9%	1%	-3	1%
- O=C(CCCN1C(=O)/C(=C\c2cccc(Br)c2)SC1=S)Nc1cccnc1
    22%	-9%	-1%	1%	?	-36%[inhibitor]	-5%	-86%	-2%	-8	22%
- O=C(c1cccn(Cc2ccc(Cl)c(Cl)c2)c1=O)N1CCOCC1
    /	-4%	1%	-3%	-1%	0%	-9%	0%	-1%	-2	11%
- Cc1ccc2nsnc2c1NC(=O)c1sc2ccccc2c1Cl
    5%	12%	0%	20%	0%	0%	-5%	-19%	3%	-10	-3%
- C=CCc1ccc(OCc2ccc(C(=O)O)o2)c(OC)c1
    9%	?	?	?	4.8µM*	?	?	?	-2%	-7	/

# These rows are one share of the data. The share of hits here may be higher or lower than overall.
